D1 PAM – enhances dopamine response at the human D1 receptor; P21728; HEK293 TREx D1 cells, calcium flux, dopamine EC20 potentiation; potentiation, % at 10 µM; 0.036% of 360,000 active; in the data active = potentiation above about 30%; note: 0% is about no effect
Target sequence (P21728 whole entry, looked up): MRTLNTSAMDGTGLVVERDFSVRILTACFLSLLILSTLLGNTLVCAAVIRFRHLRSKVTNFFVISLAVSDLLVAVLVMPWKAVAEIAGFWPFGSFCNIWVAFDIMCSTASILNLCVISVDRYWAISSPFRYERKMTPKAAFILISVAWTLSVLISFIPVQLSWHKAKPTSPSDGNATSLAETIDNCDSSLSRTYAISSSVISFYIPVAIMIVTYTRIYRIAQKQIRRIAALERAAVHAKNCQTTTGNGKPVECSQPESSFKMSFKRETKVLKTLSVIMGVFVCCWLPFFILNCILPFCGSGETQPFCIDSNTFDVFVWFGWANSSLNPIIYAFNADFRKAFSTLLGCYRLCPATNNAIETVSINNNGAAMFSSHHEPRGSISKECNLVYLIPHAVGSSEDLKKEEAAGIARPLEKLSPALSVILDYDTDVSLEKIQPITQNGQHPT
D2 antag – antagonizes the human D2 dopamine receptor | HEK293 TREx D2 cells, calcium flux, dopamine EC80 | 2% of 340,000 active | inhibition, % at 10 µM | AID 485344 | P14416; in the data active = inhibition above about 30%; note: 0% is about no effect
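Antagonism is scored as inhibition of an EC80 dopamine-evoked calcium signal in a force-coupled, tetracycline-inducible HEK293 T-REx D2 line, with compound present 180 s before agonist.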
TRHR agonist – activates the human TRH receptor | AID 493084 | activation, % at 2 µM | P34981 | TRHR cells, calcium flux fluo-8, FDSS agonist mode | 0.18% of 360,000 active; note: 0% is about no effect
Target sequence (P34981 whole entry, looked up): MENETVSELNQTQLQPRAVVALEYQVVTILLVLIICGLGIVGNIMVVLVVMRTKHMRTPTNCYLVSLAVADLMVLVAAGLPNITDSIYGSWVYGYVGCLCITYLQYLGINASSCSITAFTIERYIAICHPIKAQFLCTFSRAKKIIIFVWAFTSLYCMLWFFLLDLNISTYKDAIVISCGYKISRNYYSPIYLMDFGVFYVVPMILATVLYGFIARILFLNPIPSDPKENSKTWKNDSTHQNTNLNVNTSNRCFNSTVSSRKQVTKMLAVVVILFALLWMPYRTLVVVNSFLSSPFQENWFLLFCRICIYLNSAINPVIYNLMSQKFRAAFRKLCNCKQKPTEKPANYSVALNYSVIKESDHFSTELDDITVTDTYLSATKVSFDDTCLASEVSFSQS
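Steps: seed TRHR cells overnight; add fluo-8 no-wash Ca dye, RT 30 min–1.5 h; record 10 s baseline; pin-transfer compounds; monitor fluorescence 1 cycle/s for the agonist window. Calcium increases flag candidate agonists.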
D1 antagonist – human D1 dopamine receptor antagonism; HEK293 TREx D1 cells, calcium flux, dopamine EC80; active compounds read low; 3.2% of 360,000 active; activity change, negative = inhibition, % at 10 µM; P21728; AID 504652; in the data active = activity change below about -30%; note: % is set by controls: 0 for no effect and ±100 for the full control effect
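Using tetracycline-induced force-coupled D1 Hek293 cells and a calcium dye, signals were followed for 180 s after compound, then for 180 s after EC80 dopamine, to detect inhibitors.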
D2 agonist – agonists of human D2 dopamine receptor | P14416 | HEK293 T-REx D2 cells, calcium flux agonist mode | activation, % at 2 µM | 0.53% of 340,000 active;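 active = activation over 3 SD above normal in the single-dose calcium agonist read, cut at about 30% in these data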; note: 0% is about no effect
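HEK293 Trex D2 cells, tetracycline-induced, o/n 30 C 5% CO2; no-wash Ca dye, RT 30–90 min; 10-cycle baseline, 23 nl cpd added, kinetic Ca read 180 s; agonist hits = positive Ca response.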
RXFP1 antagonist – blocks the human relaxin receptor RXFP1; activity change, negative = inhibition, % at 57.5 µM; HEK293-RXFP1, relaxin-stimulated cAMP HTRF, 30 min; active compounds read low; Q9HBX9; 0.59% of 350,000 active; AID 1259400;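 active = activity change of -60% or lower, but not beyond a set lower limit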; note: % is set by controls: 0 for no effect and ±100 for the full control effect
D2 PAM – D2 dopamine receptor (human) potentiation; HEK293 T-REx D2, calcium flux, EC20 dopamine potentiation; potentiation, % at 10 µM; 0.34% of 340,000 active; AID 485347;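 active = potentiation over 3 SD above the plate norm, cut at about 30% in these data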; note: 0% is about no effect
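Cells plated with tetracycline inducer and held overnight at 30 C; calcium dye loaded 30–90 min at room temperature; baseline taken, compound added and read 180 s; EC20 dopamine then added and read 180 s.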
D1 agonist – agonists of human D1 dopamine receptor; P21728; HEK293 T-REx D1 cells, calcium flux, agonist mode; activation, % at 2 µM; 1% of 360,000 active; AID 504660; note: 0% is about no effect
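Agonism was scored from calcium flux recorded over 180 s (1 read/s) after pintool compound addition, following a 10-cycle baseline. Cells were inducible force-coupled HEK293 TREx D1, plated overnight at 30 C and loaded with no-wash calcium dye.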
TRHR PAM – TRH receptor (human) allosteric enhancement. TRHR cells, fluo-8 calcium fluorescence, EC20 TRH enhancement. enhancement, % at 2 µM. 0.66% of 360,000 active; in the data active = enhancement above about 30%; note: 0% is about no effect
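TRHR-expressing cells loaded with fluo-8 calcium dye were read kinetically (ex 480/em 530) during compound addition, then stimulated with an EC20 of TRH (10 nM final). Enhancement of the Gq-mediated intracellular calcium response was scored.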
* marks the source's active call; other numbers are inactive results; nt = no result given. Cut-off read from the data, not from the text of the source, unless noted: active = activation above about 30%; inactive = the rest.

1. CCOC(=O)Cc1csc(NC(=O)CSc2nnc(-c3ccc(C)cc3)o2)n1
2. Cc1ccnc(N2CCN(C(=O)CSc3nc4ccccc4nc3N3CCCCC3)CC2)c1
3. CSCc1cc(N(C)C)nc(SCc2ccc(Cl)cc2Cl)n1
4. Cc1ccc(S(=O)(=O)C(CNC(=O)c2c(F)cccc2F)c2ccco2)cc1 (configuration not stated)
5. C=C(C)Cc1c(C)nc(-c2ccccc2)[nH]c1=O
6. O=C(NCC1COCCO1)c1ccc2nc(Cc3cccc(Cl)c3)oc2c1 (configuration not stated)

Screen / compound no.	1	2	3	4	5	6
D1 PAM	12	0	7	-4	6	5
D2 antag	nt	5	14	nt	-3	10
TRHR agonist	0.1	4.7	2.0	-0.2	0.3	-0.2
D1 antagonist	20	4	14	-1	-12	13
D2 agonist	nt	0.2	1.2	1.1	1.6	0.3
RXFP1 antagonist	3	-3	11	nt	16	-3
D2 PAM	nt	8	-2	-7	-5	12
D1 agonist	4	2	8	-1	-3	5
TRHR PAM	-2	-3	-10	0	3	2

Entries of single compounds, looked up by structure. Order of values: D1 PAM, D2 antag, TRHR agonist, D1 antagonist, D2 agonist, RXFP1 antagonist, D2 PAM, D1 agonist, TRHR PAM
C=C(C)Cc1c(C)nc(-c2ccccc2)[nH]c1=O across the screens: 6, -3, 0.3, -12, 1.6, 16, -5, -3, 3
Cc1ccnc(N2CCN(C(=O)CSc3nc4ccccc4nc3N3CCCCC3)CC2)c1 across the screens: 0, 5, 4.7, 4, 0.2, -3, 8, 2, -3
CCOC(=O)Cc1csc(NC(=O)CSc2nnc(-c3ccc(C)cc3)o2)n1 across the screens: 12, nt, 0.1, 20, nt, 3, nt, 4, -2
CSCc1cc(N(C)C)nc(SCc2ccc(Cl)cc2Cl)n1 across the screens: 7, 14, 2.0, 14, 1.2, 11, -2, 8, -10
O=C(NCC1COCCO1)c1ccc2nc(Cc3cccc(Cl)c3)oc2c1 (configuration not stated) across the screens: 5, 10, -0.2, 13, 0.3, -3, 12, 5, 2

Next section:
7. CCc1nc2ccc(C(=O)NCc3ccc(N(C)C)cc3)cc2nc1CC
8. Cc1cc(C(C)(C)C)cc(C)c1S(=O)(=O)N1CCN(C(=O)c2cc([N+](=O)[O-])c[nH]c2=O)CC1
9. CCOc1ccc(S(=O)(=O)N2CCN(c3ccc(OC)cc3)CC2)c2cccnc12
10. O=C1c2cccnc2C(=O)N1Cc1ccco1
11. CC/C(O)=C1\C(=O)CC(c2ccccc2)CC1=NCCc1c(C)[nH]c2ccc(C)cc12 (configuration not stated)
12. COc1ccc(C2C3=C(CCCC3=O)NC3=C2C(=O)c2ccccc23)cc1 (configuration not stated)

Screen / compound no.	7	8	9	10	11	12
D1 PAM	1	nt	-6	2	-2	0
D2 antag	nt	-13	9	-4	10	5
TRHR agonist	-1.1	-0.1	-1.9	-0.6	0.3	0.6
D1 antagonist	-4	-14	-1	-2	3	-5
D2 agonist	-0.4	0.1	-0.2	0.3	-0.5	-2.8
RXFP1 antagonist	-15	-7	9	10	0	-11
D2 PAM	-10	1	6	1	-4	3
D1 agonist	1	4	3	1	-3	2
TRHR PAM	2	-10	44*	19	3	-3

Part of the list above, showing only D2 PAM, D1 antagonist and D1 PAM.
No. | SMILES | D2 PAM | D1 antagonist | D1 PAM
11 | CC/C(O)=C1\C(=O)CC(c2ccccc2)CC1=NCCc1c(C)[nH]c2ccc(C)cc12 (configuration not stated) | -4 | 3 | -2
12 | COc1ccc(C2C3=C(CCCC3=O)NC3=C2C(=O)c2ccccc23)cc1 (configuration not stated) | 3 | -5 | 0

New compounds follow
13. CN(C(=O)c1ccc(NC(=O)Cc2cccc(NC(=O)C3CCCN(C(=O)C4CCCC4)C3)c2)cc1)C1CCCC1 (configuration not stated)
14. CCOc1cc2[nH]c(=S)n(Cc3ccc(C(=O)O)cc3)c(=O)c2cc1OCC
15. Cc1nc(S(=O)(=O)c2ccc(Cl)cc2)nc2c1CCC2
16. O=C(Nc1ccccc1)OCCN1CCN(Cc2ccccc2)CCC1=O
17. CCOCCCN1CN(Cc2ccccc2)CNC1=S
18. COc1ccccc1OC(=O)c1cc2ccccc2oc1=O

Screen / compound no.	13	14	15	16	17	18
D1 PAM	2	4	-1	-7	-2	-4
D2 antag	-10	-5	-2	4	-15	-4
TRHR agonist	0.1	0.6	-0.2	0.3	0.4	0.1
D1 antagonist	0	-15	-7	37	-6	4
D2 agonist	0.5	-0.6	0.0	-0.9	0.5	0.7
RXFP1 antagonist	nt	-34	nt	nt	nt	10
D2 PAM	19	-2	11	-4	-1	0
D1 agonist	0	0	0	-1	4	-4
TRHR PAM	1	-2	0	3	12	1

19. O=C(NCc1ccccn1)c1cc2c(ccc3ccccc32)oc1=O
20. CN(C)NC1CC(=O)N(c2ccccc2)C1=O (configuration not stated)
21. Cc1cc(C(C)(C)C)oc1C(=O)N(CC(=O)NC1CCCC1)Cc1ccc(Cl)cc1
22. O=C(N/C(=C/c1cccs1)c1nc2ccccc2[nH]1)c1ccccc1
23. CCn1ncc(C2=NOC(C(=O)Nc3ccc(C)cc3)C2)c1C (configuration not stated)
24. CC1CCCCN1C(=O)CNCc1ccc(F)cc1 (configuration not stated)

Screen / compound no.	19	20	21	22	23	24
D1 PAM	1	-1	-6	-4	-2	-11
D2 antag	25	3	-2	-7	5	-9
TRHR agonist	-1.4	-0.3	4.2	-0.4	-0.2	-0.5
D1 antagonist	nt	-5	-20	-15	-15	10
D2 agonist	-0.6	0.5	3.0	-0.4	0.2	0.2
RXFP1 antagonist	17	2	-17	4	17	-4
D2 PAM	-5	-11	7	4	2	3
D1 agonist	-3	11	19	2	12	2
TRHR PAM	4	-8	-9	1	-1	-10

25. CC(C)(C)c1ccc(C(=O)NCCc2csc(-c3ccc(Cl)cc3)n2)cc1
26. O=C(CCc1nnc(CCCc2ccccc2)o1)NCCc1ccccc1
27. COc1cc(/C=C/C(=O)NCC2CCCCC2)cc(OC)c1OC
28. CC(=O)c1c(N2CCCCC2)nc(=S)n(-c2ccccc2)c1C
29. O=C(c1ccco1)N1CCN(c2nc(C3CC3)nc3c2nnn3Cc2ccccc2Cl)CC1
30. O=C1CSC(c2ccccc2[N+](=O)[O-])N1c1cccc(F)c1 (configuration not stated)

Screen / compound no.	25	26	27	28	29	30
D1 PAM	4	-1	-5	-1	8	-6
D2 antag	nt	-5	-12	2	10	-11
TRHR agonist	0.7	0.6	0.1	0.0	0.0	-2.8
D1 antagonist	12	18	7	-4	-8	2
D2 agonist	0.4	1.2	-0.1	1.3	0.5	-1.4
RXFP1 antagonist	-11	8	7	-28	-5	-13
D2 PAM	2	-6	2	20	-4	-4
D1 agonist	9	1	-1	0	3	1
TRHR PAM	-4	-6	5	-1	-10	4

31. COc1ccc(C2CC(c3ccccc3)Nc3nc(N)nn32)cc1 (configuration not stated)
32. CC(=O)C1CCN(Cc2ccccc2)CC1
33. Cc1nn(Cc2ccccc2)c(=O)n1N(C)c1ncc(C(F)(F)F)cc1Cl
34. COc1ccccc1CNC(=O)COC(=O)C1CCN(S(=O)(=O)c2ccc(C)c(C)c2)CC1
35. Cc1cc(Nc2ccc3ccccc3c2)n2ncnc2n1
36. O=C(CCNS(=O)(=O)c1cccs1)NCc1ccco1

Screen / compound no.	31	32	33	34	35	36
D1 PAM	-1	-5	-4	0	-1	-9
D2 antag	-1	-9	-19	-13	4	-8
TRHR agonist	-0.4	0.3	0.2	-0.1	-1.0	-0.2
D1 antagonist	-1	6	-7	2	-5	-17
D2 agonist	-0.1	0.3	-1.4	0.1	-0.6	-0.2
RXFP1 antagonist	4	4	-4	-16	25	6
D2 PAM	1	5	4	30*	9	-5
D1 agonist	1	5	-3	7	0	1
TRHR PAM	2	-1	-1	-4	5	-1

37. O=C(CN1C(=O)NC2(CCCCC2)C1=O)N1CCN(S(=O)(=O)c2cccc([N+](=O)[O-])c2)CC1
38. COCC(=O)NNC(=O)Cc1ccc(Cl)cc1
39. CCOc1ccc(C(=O)C2CCN(C(=O)c3ccc([N+](=O)[O-])cc3)CC2)cc1
40. C=CCOc1ccccc1CNc1ccc2c(c1)OCCO2
41. COc1ccc(CCN(C(=O)c2ccc(F)cc2)C2=CC3CCC(C2)N3C)cc1OC (configuration not stated)
42. O=c1nc(N/N=C/c2ccccn2)cn[nH]1

Screen / compound no.	37	38	39	40	41	42
D1 PAM	nt	4	-8	-9	-8	2
D2 antag	-9	-3	-1	-8	20	-24
TRHR agonist	-0.3	0.9	-0.3	0.1	0.2	0.1
D1 antagonist	-8	2	-3	12	-21	1
D2 agonist	0.4	0.8	-0.5	0.2	0.5	-0.4
RXFP1 antagonist	-2	-2	1	1	-3	-6
D2 PAM	-13	10	2	17	-9	-3
D1 agonist	5	0	12	3	1	3
TRHR PAM	-4	-3	-11	-2	-6	0

43. O=C(Nc1ccccc1)C1CCN(C(=O)c2ccc(Br)cc2)CC1
44. CCc1cccc(NC(=O)C(CC)n2nc(C)c3sc4ccccc4c3c2=O)c1 (configuration not stated)
45. CC(=O)Nc1nc2ccccc2n1Cc1ccc(C)cc1
46. CC(C)CN(CC(C)C)C(=O)c1cc(S(=O)(=O)N2CCCCC2)c[nH]1
47. O=C(O)C1CSC2(c3ccc4c(c3)OCCO4)CCC(=O)N12 (configuration not stated)
48. CCOC(=O)C[n+]1c(C)sc2ccc(OC)cc21

Screen / compound no.	43	44	45	46	47	48
D1 PAM	2	-3	-7	-2	1	12
D2 antag	-3	nt	9	2	9	-14
TRHR agonist	-0.3	0.1	0.7	0.4	0.4	-0.4
D1 antagonist	-21	-8	24	-12	26	22
D2 agonist	-0.1	0.2	0.3	0.0	0.8	0.2
RXFP1 antagonist	-22	-17	0	7	4	-10
D2 PAM	1	0	-4	-5	4	-13
D1 agonist	1	1	2	3	2	2
TRHR PAM	3	0	-10	-2	0	11

49. C/C(=N\NC(=O)c1ccccc1F)c1cccc(NC(=O)c2ccccc2)c1
50. Cc1ccc(OCc2ccc(-c3nc(C#N)c(NCc4cccnc4)o3)o2)cc1
51. Cc1cc(NC(=O)CCCn2nc(C)c([N+](=O)[O-])c2C)no1
52. CC1Cc2nc(SCC(N)=O)n(C)c(=O)c2S1 (configuration not stated)
53. CCCCC(=O)Nc1cccc(NC(=S)NC(=O)COc2ccccc2Cl)c1
54. CN1CCN(S(=O)(=O)Cc2ccc(Cl)cc2)CC1
55. O=C(CN1CCOCC1)NCCC12CC3CC(CC(C3)C1)C2
56. CC(NC(=O)C(=O)NCCCn1ccnc1)c1ccccc1 (configuration not stated)

Screen / compound no.	49	50	51	52	53	54	55	56
D1 PAM	-6	-2	-4	0	-9	0	-1	1
D2 antag	-19	nt	-15	11	4	1	-4	-8
TRHR agonist	-0.6	0.1	0.6	0.3	-1.2	-1.0	-0.3	0.4
D1 antagonist	8	-19	-5	0	3	-3	3	-5
D2 agonist	-1.2	0.9	-0.1	0.7	-1.0	-2.7	0.1	0.0
RXFP1 antagonist	-6	8	-13	nt	-2	2	5	4
D2 PAM	-4	5	2	11	6	13	4	6
D1 agonist	2	5	5	2	6	2	1	0
TRHR PAM	0	1	-5	0	5	-6	2	-2

Screening results as filed in PubChem.

This is a random part of the collection. About 7.3% of those tested had a hit in this group.
